# Bioassay records: PubChem BioAssay, Fisher Drug Discovery Resource Center
# mcGAS MS inh = blocks mouse cGAS cGAMP production | Q8C6L5 | inhibition, % at 12.5 µM | AID 1259397 | recombinant mouse cGAS, cGAMP by RapidFire MS | 130,000 compounds, 0.18% hits;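 active = inhibition of cGAS enzyme activity at or above 60%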;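 note: enzyme stimulated by 45 bp dsDNA with ATP and GTP substrates; cGAMP share of summed cGAMP plus half ATP and half GTP signals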
# Target sequence (Q8C6L5 whole entry, looked up): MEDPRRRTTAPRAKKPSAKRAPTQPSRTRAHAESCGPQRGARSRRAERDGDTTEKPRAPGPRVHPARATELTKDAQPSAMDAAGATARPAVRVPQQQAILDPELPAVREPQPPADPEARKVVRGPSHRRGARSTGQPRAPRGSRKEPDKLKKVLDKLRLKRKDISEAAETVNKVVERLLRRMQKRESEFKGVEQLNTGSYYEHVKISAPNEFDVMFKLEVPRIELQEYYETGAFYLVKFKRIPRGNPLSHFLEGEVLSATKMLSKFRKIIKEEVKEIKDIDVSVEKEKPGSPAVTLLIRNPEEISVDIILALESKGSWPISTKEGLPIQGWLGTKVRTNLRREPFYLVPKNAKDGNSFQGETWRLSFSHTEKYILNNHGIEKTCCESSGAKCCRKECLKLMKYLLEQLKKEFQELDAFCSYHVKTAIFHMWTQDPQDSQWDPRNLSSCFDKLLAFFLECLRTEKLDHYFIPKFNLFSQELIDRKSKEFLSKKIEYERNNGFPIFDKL
# Numbers without * were called inactive; & = joins results of further samples. Only part of the results is shown; the hit share may differ from the screen's.
SMILES,mcGAS MS inh
O[C@H]1COC[C@@H]1N1CCCN(Cc2cc3n(n2)CCNC3)CC1,-5.1
CCC1CN(C(=O)CCOc2ccccc2C)CCN1 (configuration not stated),-4.1
CCCCc1ccc(-c2csc(NC(=O)OC)c2C(N)=O)cc1,2.1
CC(OC(=O)c1ccc[nH]1)C(=O)Nc1cc(F)ccc1F (configuration not stated),-1.4
CCc1nnc(N/N=C\c2ccc(OCc3ccc(F)cc3Cl)c(OC)c2)n1N,-18.4
COCc1nnc(NC(=O)CN2CCC(N3CCCC3=O)CC2)s1,9.9
CCC(C)C(c1n[nH]c(CCc2ccccc2)n1)N1Cc2ccccc2C1=O (configuration not stated),-15.0
Cc1c(C(=O)NC(C)C)c(C(F)(F)F)nn1C1CCCN(C)C1 (configuration not stated),-3.9
CC(NC(=O)c1cn(Cc2ccccc2Cl)nn1)c1ccc2[nH]ccc2c1 (configuration not stated),-9.2
CCC(NC(=O)c1cc(C(C)C)nn1C)c1ccc(S(C)(=O)=O)cc1 (configuration not stated),-9.7
O=[N+]([O-])c1ccc(S(=O)(=O)Nc2ccc(I)cc2)cc1,17.8
CCCCc1ccc(C(=O)N2[C@@H]3CC[C@H]2CNC(=O)C3)nc1,-15.7
COC(=O)CN(C)c1nccc(C2CCCC2)n1,-11.4
CC(C)(C)C(=O)N1CCN(c2ccc(-n3cccn3)nn2)CC1,-11.7
O=c1ccc(-c2ccco2)nn1CCCNS(=O)(=O)c1ccc2c(c1)CCCC2,3.8
Cc1ccsc1C1CC(c2cccs2)=NN1S(C)(=O)=O (configuration not stated),0.5
Cc1ccc(S(=O)(=O)NC(=O)C2(C)CCN2C(=O)c2ccccc2)cc1 (configuration not stated),-3.2
CCn1cc(CN2CCC(CNC(=O)c3cnccc3C)C2)cn1 (configuration not stated),-16.2
COc1ccc2c(c1)CCN(S(=O)(=O)CCNC(=O)Cc1cccc(C)c1)C2,0.1
O=C(Nc1ccc(-c2ccn[nH]2)cc1)C1CCCN(Cc2cccc(-n3cccn3)c2)C1 (configuration not stated),-2.8
COC(=O)C1CCCCN1C(=O)c1oc2ccc(C)cc2c1C (configuration not stated),-4.9
CCCNC(=O)CNC(=O)c1cccc(CN2C(=O)c3ccccc3C2=O)c1,1.4
Cc1ccc(N2NC(C(=O)N(C)Cc3ccco3)=NCC2=O)cc1,-10.6
N#CC1C(=N)Oc2cc3c(cc2C1c1cccc(Br)c1)OCO3 (configuration not stated),-21.0
CC(C)C1CN(C(=O)c2cn(CCCN)nn2)CCC(=O)N1CC1CC1 (configuration not stated),-9.1
CN1C(=O)/C(=C2\SC(=S)N(c3ccc(O)cc3)C2=O)c2ccccc21,-8.7
CCCCS(=O)(=O)N1CCC(c2nn(C)c(=O)n2-c2ccccc2)CC1,-16.4
Clc1cc(CSc2ncnc3sccc23)cc2c1OCCO2,-14.3
Cc1oc2c(c1C(=O)N1CCN3C(=O)CNC(=O)C3C1)C(=O)CCC2 (configuration not stated),-14.0
Cc1cn2c3c(=O)n(CCN4CCCCC4)c(=O)n(C)c3nc2n1CCc1ccccc1,4.1

# 6 neighbouring entries from above, quoted:
SMILES,mcGAS MS inh
CC(C)C1CN(C(=O)c2cn(CCCN)nn2)CCC(=O)N1CC1CC1 (configuration not stated),-9.1
CN1C(=O)/C(=C2\SC(=S)N(c3ccc(O)cc3)C2=O)c2ccccc21,-8.7
CCCCS(=O)(=O)N1CCC(c2nn(C)c(=O)n2-c2ccccc2)CC1,-16.4
Clc1cc(CSc2ncnc3sccc23)cc2c1OCCO2,-14.3
Cc1oc2c(c1C(=O)N1CCN3C(=O)CNC(=O)C3C1)C(=O)CCC2 (configuration not stated),-14.0
Cc1cn2c3c(=O)n(CCN4CCCCC4)c(=O)n(C)c3nc2n1CCc1ccccc1,4.1

# Later entries.
SMILES,mcGAS MS inh
Oc1ccccc1CN1CCCC(Nc2cccc(F)c2)C1 (configuration not stated),-2.6
CC1CCCN(S(=O)(=O)c2ccc(C#N)cc2)C1 (configuration not stated),-1.2
COc1ccc(CNCc2cc(C)cc3c(C)c(C)[nH]c23)cc1OC,-2.2
Cc1ccc([N+](=O)[O-])cc1NC(=O)C(=O)Nc1ccc(Oc2ccccc2)cc1,-8.4
CCOc1ccc(C2C(=C(O)c3ccc(F)cc3)C(=O)C(=O)N2CCN2CCOCC2)cc1 (configuration not stated),5.2
CCC1(CC)CN(C(=O)CC2C(=O)NCCN2Cc2cccnc2)CCO1 (configuration not stated),-16.8
CCC(=O)O[C@H]1[C@H](O[C@@H]2[C@@H](C)[C@H](O[C@H]3C[C@@](C)(OC)[C@@H](O)[C@H](C)O3)[C@@H](C)C(=O)O[C@H](CC)[C@@](C)(O)[C@H](O)[C@@H](C)C(=O)[C@H](C)C[C@@]2(C)O)O[C@H](C)C[C@@H]1N(C)C,-0.2&1.8
CC1CN(C(=O)C2CC3CCC2C3)C(C)CN1C(=O)C1CC2CCC1C2 (configuration not stated),-7.3
O=C1CCC(C(=O)N2CCC(OCc3ccccc3)CC2)CN1Cc1ccccn1 (configuration not stated),-4.4&3.2
CCc1ccc(-c2cn3c(C(=O)N4[C@@H]5CC[C@H]4CNC(=O)C5)csc3n2)cc1,-9.3
CC(NS(=O)(=O)c1cccs1)C(=O)NC1CCN(Cc2ccccc2)CC1 (configuration not stated),-10.9
CCN(CCN1CCOCC1)Cc1cc2cc(C)ccc2[nH]c1=O,-5.3
N#Cc1ccc(C(=O)N2CCN(Cc3cccs3)CC2)cc1,-12.3
Cc1c(Cl)cccc1Nc1nn(CN2CCOCC2)c(=S)s1,-1.7
CC(C)c1ccc2cc(C(=O)N3CCOCC3)[nH]c2c1,-20.8
CC(OC(=O)c1ccc(OCc2ccccc2)cc1)c1nnc(-c2ccccc2)o1 (configuration not stated),-6.8
CN(CC(O)CN1CCOCC1)C1C=CCCC1 (configuration not stated),-10.1
O=C(c1cnccn1)N(CC1CCCO1)C1(C(=O)NC2CCCC2)CCCCC1 (configuration not stated),2.7
CC1Cc2ccccc2N1Cc1ccoc1C(=O)Nc1ncn[nH]1 (configuration not stated),-0.4
Cc1ccc(C)c(S(=O)(=O)N(C)C2CCS(=O)(=O)C2)c1 (configuration not stated),7.9
CCCCn1c(N)c(N(Cc2ccco2)C(=O)c2ccoc2C)c(=O)[nH]c1=O,-2.9
COc1ccc(CC(=O)Nc2c(C)nc3ccc(C)cn3c2=O)cc1,6.9
Cc1ccc(F)cc1-c1ccc(N)nc1,-19.8
CC(C)(C(=O)N1CCCN(CC(N)=O)CC1)c1ccc(Cl)cc1,-8.9
C=CCN(Cc1ccc(OC)cc1)C(=O)c1ccc2c(c1)NC(=O)CO2,2.1
O=c1[nH]c(=O)n(-c2nc3ccccc3o2)cc1Cl,8.2
CC(C)(Cn1c(=O)[nH]c2ccccc2c1=O)c1ccccc1,-1.5
O=S1(=O)CCC(N=Nc2c(O)[nH]c3ccc(Br)cc23)C1 (configuration not stated),-4.6
FC(F)(F)c1cc(-c2cccs2)nc(-n2ccnc2)n1,-7.4
Cc1ccc2c(C)c(C(=O)N[C@H](CO)Cc3ccccc3)oc2c1,-21.6

# Exported with each value named: entries from further up.
mol: Cc1ccc(N2NC(C(=O)N(C)Cc3ccco3)=NCC2=O)cc1
  mcGAS MS inh: -10.6

mol: N#CC1C(=N)Oc2cc3c(cc2C1c1cccc(Br)c1)OCO3 (configuration not stated)
  mcGAS MS inh: -21.0

mol: CC(C)C1CN(C(=O)c2cn(CCCN)nn2)CCC(=O)N1CC1CC1 (configuration not stated)
  mcGAS MS inh: -9.1

# (next part)
SMILES,mcGAS MS inh
N#CC(=Cc1cccc2ccccc12)c1ccccn1,-6.6
CCN1CCCC(NS(=O)(=O)c2ccc(C(C)C)cc2)C1 (configuration not stated),-7.1
Cc1nccn1CCCC(=O)N1CCc2c(nc(N(C)C)[nH]c2=O)C1,-6.0
CC(=O)Nc1ccc(C2=NNC(=NC(C)(C)C)SC2)c(F)c1,-22.7
CCCCOc1ccc(C(=O)Nc2c(C)nc3cc(C)ccn3c2=O)cc1,-12.0
Cc1ccc(-n2ncc3c(=O)n(NC(=O)c4ccco4)cnc32)cc1C,-4.7
COc1cc(OC)c(NS(=O)(=O)c2cccc(Br)c2)cc1Cl,-6.0
CS(=O)(=O)c1ccc(NC(=O)CCc2ccccc2Cl)cn1,-8.3
COC(=O)C1CCCCN1CCOc1ccc(F)cc1 (configuration not stated),-9.6
Cc1ccc(-n2nc3c(c2NC(=O)c2ccc(N4C(=O)CCC4=O)cc2)CSC3)cc1,-6.3
Cn1c(Cl)cnc1CN(C1CC1)C1CCCc2ccccc21 (configuration not stated),-1.0
Cc1n[nH]c(C)c1CC(=O)N[C@H]1C[C@H]2CN(C)CCN2C1,-37.6
COc1cccc(C2C(C(=O)c3cccs3)=C(O)C(=O)N2CCCN(C)C)c1OC (configuration not stated),6.2
COc1ccc(CCC2CCCN(C(=O)c3cnc(N)nc3C)C2)cc1 (configuration not stated),-3.6
COC(=O)c1nn(-c2cccc(Cl)c2)c2nc3ccccc3n12,-5.9
O=C(NCCc1c[nH]c(=O)[nH]c1=O)c1scc2c1CCCC2,-14.1
COC(=O)Cn1c(=NC(=O)CN2C(=O)CCC2=O)sc2cc(OC)ccc21,-1.4
O=C(c1ccccc1)N1CCn2c(nnc2C(=O)N2CCCCC2)C1,-4.9
O=C(NCCn1nc(-c2ccco2)ccc1=O)c1ccc2c(c1)ncn2-c1ccccc1,-1.9
Cc1ccc(F)c(S(=O)(=O)NCC(C)N2CCCCC2C)c1 (configuration not stated),-6.1
CCCCSc1nc2c(c(=O)[nH]1)C(c1cccs1)C(C(=O)OC(C)C)C(C)=N2 (configuration not stated),-4.1
COc1ccc(C)cc1C(C)Nc1ccccc1C#N (configuration not stated),-16.1
OCC1(O)CCCN(Cc2noc(C3CCCC3)n2)C1 (configuration not stated),-14.5
O=C(NC1(c2cccc(F)c2)CCOCC1)C1CC1c1ccccc1 (configuration not stated),-21.2
CC(c1nccs1)N(C)C(=O)c1ccc(-n2cnnc2)cc1 (configuration not stated),-10.9
NC(=NCCOCC1CCOC1)Nc1ccccc1 (configuration not stated),-9.9
COc1ccc(S(=O)(=O)N2CCSC2c2cc(Br)ccc2OC)cc1 (configuration not stated),-9.3
Cc1nn(C(=O)C2CC2c2ccc(C(C)(C)C)cc2)c(C)c1Cl (configuration not stated),-10.5
CCN(C1CCN(C(C)c2cccc(C)c2)CC1)S(C)(=O)=O (configuration not stated),-3.9
CCCc1ccc(C2(C)NC(=O)N(C(C)C(=O)N3CCCC3)C2=O)cc1 (configuration not stated),1.0

# Seven compounds picked at random from the list so far, as already listed:
SMILES,mcGAS MS inh
Cc1ccc(F)c(S(=O)(=O)NCC(C)N2CCCCC2C)c1 (configuration not stated),-6.1
O=C(NCCc1c[nH]c(=O)[nH]c1=O)c1scc2c1CCCC2,-14.1
COC(=O)Cn1c(=NC(=O)CN2C(=O)CCC2=O)sc2cc(OC)ccc21,-1.4
NC(=NCCOCC1CCOC1)Nc1ccccc1 (configuration not stated),-9.9
CCN(C1CCN(C(C)c2cccc(C)c2)CC1)S(C)(=O)=O (configuration not stated),-3.9
O=C(NC1(c2cccc(F)c2)CCOCC1)C1CC1c1ccccc1 (configuration not stated),-21.2
Cc1nn(C(=O)C2CC2c2ccc(C(C)(C)C)cc2)c(C)c1Cl (configuration not stated),-10.5

# Other records:
SMILES,mcGAS MS inh
Cc1noc(CNC(=O)C2CC(=O)N(CC(F)(F)F)C2)n1 (configuration not stated),1.0
O=c1c2c3nc4ccccc4nc3n(C3CCCC3)c2ncn1CC1CCCO1 (configuration not stated),-9.5
CCn1cc(-c2n[nH]c(=O)n2-c2c(C)noc2C)c(C)n1,-27.9
O=C(CC1COCCN1)N1CCN(Cc2ccccn2)CC1 (configuration not stated),-20.7
CCC(C)OC(=O)c1cc(C)nc2c(Br)cc(Br)cc12 (configuration not stated),-6.8
COc1ccc2nc(N(Cc3cccnc3)C(=O)c3cc(C)n(C)n3)sc2c1,-7.8
CCOC(=O)C1(C)CCCN1C(=O)c1snnc1C (configuration not stated),4.5
N#C/C(=C\N1CCC(C(N)=O)CC1)C(=O)NCc1ccccc1,-9.6
Cc1ccccc1CNC(=O)COc1ccc(CC(=O)O)cc1,10.3
Cc1nc(CNC(=O)CC(c2ccccc2)c2ccc3c(c2)OCO3)n[nH]1 (configuration not stated),-8.1
Cc1cc(C)n(C2CCN(C3CCC4(CCNCC4)CC3)C2)n1 (configuration not stated),3.0
Cc1ccc(C2=[N+]([O-])C(C)N(O)C2(C)C)cc1 (configuration not stated),-22.2
CC1CC(C)CN(C(C(N)=O)c2ccc(F)cc2)C1 (configuration not stated),-1.0
COc1ccc(N2C(=O)C(N)C(=N)C2(C)C)cc1 (configuration not stated),-4.6
CC=CC(=O)OCC(=O)c1ccc(NC(C)=O)cc1F,-3.8
CCC(C(=O)Nc1nccs1)N1C[C@H]2C[C@H](O)[C@H](O)C[C@H]2C1 (some centres not stated),-21.5
CCOc1ccc(OCCCOc2ccc(Cl)c(C)c2)cc1,-4.1
COc1cc(C(C)=O)ccc1OCc1cc(C(=O)NCC(F)(F)F)no1,-22.7
CCN(Cc1ccc(CO)o1)Cc1ccccc1F,-9.5
CC(=C(C#N)C#N)c1ccc2c(c1)OCCO2,-1.1
Nc1nnc(-c2cc(-c3ccc(O)cc3)on2)o1,0.7
COc1ccc(N2CCN(Cc3cnc[nH]3)C(C)C2)cc1 (configuration not stated),-10.9
CC1c2ccsc2CCN1C(=O)Nc1nnc(C(C)(C)C)s1 (configuration not stated),-14.6
COCCn1c(C)cc(O)c(C(c2ccc(F)cc2)N2CCN(CCO)CC2)c1=O (configuration not stated),-6.2
CCc1[nH]c(C(=O)OCC(=O)c2cccc(Br)c2)c(C)c1C(=O)OC,2.5
COc1ccccc1-c1csc(NC(C)c2ccccc2)n1 (configuration not stated),-2.8
CCC(c1ccccc1)C1CCCN1C(=O)c1ccc(S(=O)(=O)NC2CC2)cc1 (configuration not stated),-5.6
O=C(/C=C/c1ccccc1)N1CCN(c2ccc(Nc3ccncc3)nn2)CC1,-6.2
